High-throughput results (PubChem BioAssay)
MEP2 TOR yeast: alters MEP2-GFP fluorescence in TOR pathway yeast screen; S. cerevisiae MEP2-GFP strain, flow cytometry GFP, 3 h; 100% = DMSO control level; 330,000 tested, 0.51% active; GFP response vs DMSO, % at 10 µM;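 active = GFP response versus DMSO above a set limit, roughly screen mean plus 3 SD, cut at about 180% in these data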;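 note: median GFP fluorescence of the barcode-gated MEP2-GFP cells per well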
LAP4 TOR yeast: alters LAP4-GFP fluorescence in TOR pathway yeast screen. S. cerevisiae LAP4-GFP multiplex, flow cytometry GFP, 3 h; median GFP as percent of DMSO wells. GFP response vs DMSO, % at 10 µM. 320,000 tested, 0.34% active. AID 2023;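 active = GFP response vs DMSO above a set limit, about the screen mean plus 3 SD, cut at about 150% in these data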
procasp7 counter: activates human procaspase-7, counter-screen for procaspase-3 activators. P55210. 330,000 tested, 0.093% active. recombinant procaspase-7, Ac-DEVD-pNA absorbance 405 nm; D23A/D198A/D206A triple mutant, cannot self-cleave; scale: DMSO 0, 5 µM enzyme 100. AID 463210. activation, % at 8.5 µM;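 active = percent activation above the screen-wide mean plus 3 SD, cut at about 25% in these data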
Target sequence (P55210 whole entry D23A/D198A/D206A): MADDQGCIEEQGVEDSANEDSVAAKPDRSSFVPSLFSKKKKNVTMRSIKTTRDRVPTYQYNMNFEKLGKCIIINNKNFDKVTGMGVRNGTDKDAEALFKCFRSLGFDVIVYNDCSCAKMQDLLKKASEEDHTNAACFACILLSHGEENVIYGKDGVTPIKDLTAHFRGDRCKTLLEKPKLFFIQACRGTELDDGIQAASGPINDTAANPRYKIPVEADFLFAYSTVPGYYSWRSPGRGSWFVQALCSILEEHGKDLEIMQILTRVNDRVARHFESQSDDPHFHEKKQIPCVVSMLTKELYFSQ
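signal = Epi-absorbance of released pNA at 405 nm, two timepoints | assay system = Uncleavable procaspase-7 mutant enzyme | reagent = Ac-DEVD-pNA substrate, 400 µM as added | times = 1 h enzyme–compound preincubation and 2 h substrate reaction, both 25 °C | benchmarks = low DMSO alone, high DMSO plus 5 µM PC-7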
RPL19A-GFP yeast: alters RPL19A-GFP fluorescence in TOR pathway yeast screen. percent response vs DMSO, % at 10 µM. S. cerevisiae RPL19A-GFP strain, flow cytometry, 3 h; stronger effect = lower value. 330,000 tested, 0.3% active;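 active = percent response vs DMSO below 50%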;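 note: median channel GFP fluorescence of the barcoded RPL19A-GFP strain; ratio of sample median GFP to plate DMSO average so 100% = DMSO; lower means less RPL19A-GFP as with rapamycin TOR inhibition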
AHR act: human AHR activation | P35869 | AHR-responsive luciferase reporter cells, luminescence | activation, % at 5 µM | 320,000 tested, 2.5% active | AID 2796; in the data active = activation above about 47%;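 note: 0% = vehicle wells and 100% = reference agonist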
procasp3 activ: procaspase-3 (human) activation; 330,000 tested, 0.11% active; activation, % at 8.5 µM; recombinant procaspase-3 D3A, Ac-DEVD-pNA absorbance 405 nm; AID 463141; P42574;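 active = activation above the mean of all tested compounds plus 3 SD, cut at about 21% in these data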;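 note: 0% = DMSO alone and 100% = DMSO wells spiked with extra 5 µM PC-3 D3A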
Target sequence (P42574 whole entry D9A/D28A/D175A): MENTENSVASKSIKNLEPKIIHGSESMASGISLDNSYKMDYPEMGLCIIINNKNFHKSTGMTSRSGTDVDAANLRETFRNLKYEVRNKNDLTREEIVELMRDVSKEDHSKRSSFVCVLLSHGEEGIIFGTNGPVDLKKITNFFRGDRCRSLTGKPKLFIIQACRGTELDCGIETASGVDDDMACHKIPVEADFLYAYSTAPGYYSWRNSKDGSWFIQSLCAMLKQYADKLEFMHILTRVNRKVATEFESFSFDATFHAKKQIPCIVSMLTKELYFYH
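System: Procaspase-3 D3A mutant. Medium: Zinc-free 300 mM NaCl, 50 mM HEPES, 0.01% Triton X-100. Schedule: 1 h preincubation plus 2 h reaction at 25 °C. Measured by: 405 nm absorbance of p-nitroaniline, reads at 0 and 120 min. Read-out: percent activation relative to control range.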
AGP1 TOR yeast: alters AGP1-GFP fluorescence in TOR pathway yeast screen | S. cerevisiae AGP1-GFP multiplex flow cytometry, 3 h; GFP as percent of DMSO wells | GFP response vs DMSO, % at 10 µM | 320,000 tested, 0.02% active | AID 2066;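 active = GFP response relative to DMSO above a set limit, near screen average plus 3 SD, cut at about 150% in these data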;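 note: median GFP channel fluorescence of the gated AGP1 strain per well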
CIT2-GFP yeast: modulators of TOR pathway CIT2-GFP in S. cerevisiae; S. cerevisiae CIT2-GFP strain, flow cytometry, 3 h; 100 means same as DMSO wells; GFP response vs DMSO, % at 10 µM; 320,000 tested, 0.065% active; AID 2029;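 active = GFP response relative to DMSO above a set limit, near the screen mean plus 3 SD, cut at about 150% in these data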;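 note: ratio of well median GFP fluorescence to mean of DMSO wells on the plate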
The depositor's hits bear a star; x = not tested or not shown. Not a hit list; overall some 3.5% were active at least once.

SMILES	MEP2 TOR yeast	LAP4 TOR yeast	procasp7 counter	RPL19A-GFP yeast	AHR act	procasp3 activ	AGP1 TOR yeast	CIT2-GFP yeast
Cc1cc(C)n(-c2ccc(C(=O)OCC(=O)N3CCN(c4ccccc4)CC3)cc2)n1	99	101	12	96	0	2	94	88
CCCC(=O)Nc1nnc(-c2ccc3c(c2)OCO3)s1	96	98	-2	98	9	2	97	92
CC(O)[C@H]1CNC(=O)C(=O)N1CC(C)(C)C (stereo partly drawn)	94	92	1	97	1	10	99	99
COc1ccc(CCNC(=O)CSc2ncn[nH]2)cc1	99	97	3	98	-1	1	100	106
O=C(Cc1ccc(Br)cc1)Nc1nc2ccccc2[nH]1	106	97	1	97	9	-2	97	96
O=C(CO/N=C\c1ccccc1)Nc1ccccc1C(=O)N1CCOCC1	91	86	9	98	-3	8	92	93
CC(C)(C)c1ccccc1NC(=O)Cn1c(=O)cnc2ccccc21	106	92	4	102	-3	7	98	96
CN1c2ccccc2C(O)=C(C(=S)Nc2ccccc2)S1(=O)=O	97	85	-20	89	12	-6	87	85
O=C(COC(=O)C1(c2ccc(Cl)cc2)CCCC1)N1CCc2ccccc21	100	93	2	108	6	-4	98	100
COCc1cc(C)nc(OCC(=O)N/N=C/c2ccco2)c1C#N	100	93	-5	101	1	-3	100	103
CCOC(=O)C(C)Sc1nnc2c3ccccc3n(C)c2n1 (stereo not drawn)	109	101	2	106	15	-2	106	103
COCC(C)n1c(C)cc(C(=O)COC(=O)CN=C2NS(=O)(=O)c3ccccc32)c1C (stereo not drawn)	100	108	-3	97	1	3	94	118
N/C(=N\OC(=O)Cc1ccc(-c2ccccc2)cc1)c1cccc([N+](=O)[O-])c1	91	91	0	89	2	1	94	92
COc1ccc(C2C(C#N)=C(C)NC3=C2S(=O)(=O)c2ccccc23)cc1 (stereo not drawn)	98	104	2	96	-2	0	94	95
Cc1ccc(C(=O)CSc2nsc(C)c2C#N)cc1	102	106	-8	99	-5	-8	103	96
Cc1ccc(-c2noc(C3CCN(C(=O)Nc4ccc(C#N)cc4)CC3)n2)o1	108	116	0	103	0	-3	107	104
CC1Cc2ccccc2N1c1ncnc(N)c1[N+](=O)[O-] (stereo not drawn)	96	120	-5	98	2	0	98	96
COC(=O)[C@H](CC(C)C)NC(=O)NCc1ccc(Cl)cc1	96	107	0	100	0	-3	112	102
Cc1ccc(CN2CC(C(=O)NCC(=O)Nc3c(C)cccc3C)CC2=O)cc1 (stereo not drawn)	103	100	12	100	-1	5	106	101
O=S(=O)(Nc1nccs1)c1ccc(Br)cc1	97	100	2	93	-2	-1	99	90

Sorted by molecular weight (descending): some entries from above.
SMILES	MEP2 TOR yeast	LAP4 TOR yeast	procasp7 counter	RPL19A-GFP yeast	AHR act	procasp3 activ	AGP1 TOR yeast	CIT2-GFP yeast
COCC(C)n1c(C)cc(C(=O)COC(=O)CN=C2NS(=O)(=O)c3ccccc32)c1C (stereo not drawn)	100	108	-3	97	1	3	94	118
Cc1ccc(CN2CC(C(=O)NCC(=O)Nc3c(C)cccc3C)CC2=O)cc1 (stereo not drawn)	103	100	12	100	-1	5	106	101
O=C(COC(=O)C1(c2ccc(Cl)cc2)CCCC1)N1CCc2ccccc21	100	93	2	108	6	-4	98	100
N/C(=N\OC(=O)Cc1ccc(-c2ccccc2)cc1)c1cccc([N+](=O)[O-])c1	91	91	0	89	2	1	94	92
O=C(CO/N=C\c1ccccc1)Nc1ccccc1C(=O)N1CCOCC1	91	86	9	98	-3	8	92	93
COc1ccc(C2C(C#N)=C(C)NC3=C2S(=O)(=O)c2ccccc23)cc1 (stereo not drawn)	98	104	2	96	-2	0	94	95
CN1c2ccccc2C(O)=C(C(=S)Nc2ccccc2)S1(=O)=O	97	85	-20	89	12	-6	87	85
CC(C)(C)c1ccccc1NC(=O)Cn1c(=O)cnc2ccccc21	106	92	4	102	-3	7	98	96
O=C(Cc1ccc(Br)cc1)Nc1nc2ccccc2[nH]1	106	97	1	97	9	-2	97	96
O=S(=O)(Nc1nccs1)c1ccc(Br)cc1	97	100	2	93	-2	-1	99	90
COC(=O)[C@H](CC(C)C)NC(=O)NCc1ccc(Cl)cc1	96	107	0	100	0	-3	112	102
COc1ccc(CCNC(=O)CSc2ncn[nH]2)cc1	99	97	3	98	-1	1	100	106
CCCC(=O)Nc1nnc(-c2ccc3c(c2)OCO3)s1	96	98	-2	98	9	2	97	92
Cc1ccc(C(=O)CSc2nsc(C)c2C#N)cc1	102	106	-8	99	-5	-8	103	96
CC1Cc2ccccc2N1c1ncnc(N)c1[N+](=O)[O-] (stereo not drawn)	96	120	-5	98	2	0	98	96
CC(O)[C@H]1CNC(=O)C(=O)N1CC(C)(C)C (stereo partly drawn)	94	92	1	97	1	10	99	99

Additional results:
SMILES	MEP2 TOR yeast	LAP4 TOR yeast	procasp7 counter	RPL19A-GFP yeast	AHR act	procasp3 activ	AGP1 TOR yeast	CIT2-GFP yeast
O=C(CSc1nc2ccccc2s1)N1CCN(C(=O)c2ccco2)CC1	111	110	1	103	24	-3	110	107
CCN(CC)S(=O)(=O)c1ccc2oc(SCC(=O)NCc3ccccc3)nc2c1	101	103	4	103	2	4	110	104
CN(C1CC(C)(C)N(O)C(C)(C)C1)S(=O)(=O)CC12CCC(CC1=O)C2(C)C (stereo not drawn)	108	104	-2	102	8	1	102	99
O=C(NCc1ccccn1)c1ccc(OC2CCN(Cc3ccc(Cl)s3)CC2)cc1	108	88	-1	94	-2	5	92	95
O=C(Nc1ccc(F)cc1F)c1cc2nc3c(c(C(F)(F)F)n2n1)CCCC3	94	94	-3	101	3	-1	99	100
COC(=O)[C@@H](NC(=O)Nc1ccc(OC)cc1)C(C)C	102	100	7	101	2	-3	100	97
COc1ccc(OC)c(NS(=O)(=O)c2ccc(Cl)s2)c1	97	93	8	103	0	-7	100	112
CC1(C)CC(=NOC(=O)c2ccccc2)CC(C)(C)N1O	90	100	9	95	-3	4	119	85
CCCCCCCCC(=O)NC(NC(=S)N1CCOCC1)C(Cl)(Cl)Cl (stereo not drawn)	107	102	1	101	2	-6	104	100
CN(Cc1ccccc1)c1ccc([N+](=O)[O-])cc1C(=O)O	114	115	-28	108	-2	-13	103	95

In a second layout: results already given.
COc1ccc(OC)c(NS(=O)(=O)c2ccc(Cl)s2)c1
- MEP2 TOR yeast: 97
- LAP4 TOR yeast: 93
- procasp7 counter: 8
- RPL19A-GFP yeast: 103
- AHR act: 0
- procasp3 activ: -7
- AGP1 TOR yeast: 100
- CIT2-GFP yeast: 112
CC1(C)CC(=NOC(=O)c2ccccc2)CC(C)(C)N1O
- MEP2 TOR yeast: 90
- LAP4 TOR yeast: 100
- procasp7 counter: 9
- RPL19A-GFP yeast: 95
- AHR act: -3
- procasp3 activ: 4
- AGP1 TOR yeast: 119
- CIT2-GFP yeast: 85

Carrying on.
SMILES	MEP2 TOR yeast	LAP4 TOR yeast	procasp7 counter	RPL19A-GFP yeast	AHR act	procasp3 activ	AGP1 TOR yeast	CIT2-GFP yeast
O=C(COc1ccccc1)Nc1nc2ccccc2[nH]1	99	101	13	96	4	5	99	89
CCN(Cc1ccncc1)C(=S)Nc1c(C)cccc1C	97	100	7	94	0	-10	93	91
C=CC(C)(C)c1cc2cc3ccoc3cc2oc1=O	98	129	-2	105	28	-3	85	94
Cc1ccc(Cl)cc1N1CCN(S(=O)(=O)N2CCCCC2)CC1	99	103	-2	95	3	-7	97	101
O=C(c1c[nH]c2ccc(S(=O)(=O)N3CCOCC3)cc2c1=O)N1CCCC1	111	106	-4	104	1	6	109	114
Cc1ccccc1NC(=O)CCNS(=O)(=O)c1ccc2[nH]c(=O)oc2c1	91	84	-1	84	-2	3	85	93
Cc1cc(NC(=O)Cc2csc(-c3ccccc3)n2)ccc1Br	104	99	3	102	6	1	102	104
Cc1ccc(NC(=O)CNc2ccc(Cl)cc2F)cc1	90	95	9	93	0	2	85	79
CCC(=O)c1c[nH]c(C(=O)NCCCN2CCOCC2)c1	98	96	6	101	5	-3	99	99
Cc1cccc(NC(=O)c2cc(Cl)ccc2[N+](=O)[O-])c1	105	104	9	96	5	-2	95	97
O=C(CCC(=O)Nc1ccc(F)cc1)N/N=C/c1ccc(O)cc1O	108	94	8	103	1	6	100	110
O=C(COc1ccc(Cl)cc1Cl)Nn1c(=S)[nH]c2ncccc2c1=O	106	104	2	104	1	-2	103	109
C=CCN(c1ccc(C(=O)NCCSc2ccccc2)cc1)S(C)(=O)=O	111	93	1	106	9	0	99	105
COc1ccc(C(CNC(=O)COc2ccccc2)N2CCCCC2)cc1 (stereo not drawn)	101	104	6	98	-1	-3	99	96
COC(=O)C1=C(C(=O)OC)[C@@H]2N(C)c3ccccc3[C@@]23C[C@@H](CO)N=C3N1	93	119	-4	99	-2	-3	83	94
O=C(OCc1c(Cl)nc2sccn12)c1cc2c(s1)CCCC2	104	103	15	99	2	9	99	91
CC(C)c1ccc(NC(=S)NN2CCN(C)CC2)cc1	108	105	0	110	-2	-5	109	97
Cc1ccc(Cl)cc1-c1ccc(C=Nc2ccc(N3CCOCC3)cc2)o1	103	77	-14	101	13	-12	93	108
COCCCNC(=O)CNC(=O)c1nn(-c2ccc(OC)c(Cl)c2)c(=O)c2ccccc12	101	99	9	106	1	4	106	115
CCOc1ccc(Nc2nc(Cl)nc(N3CCN(c4ccc(OC)cc4)CC3)n2)cc1	106	106	1	104	12	4	101	101
O=C(CSc1nc2c([nH]c3ccccc32)c(=O)n1-c1ccccc1)N1CCOCC1	107	96	-10	99	7	-5	106	100
COc1ccccc1N1CN(CCc2ccccc2)CNC1=S	96	112	3	90	0	3	102	97
CCOC(=O)N1CCC(N2Cc3cccc(C(=O)N4CCN(c5cccc(Cl)c5)CC4)c3C2=O)CC1	101	103	5	104	-1	-5	101	96
O=C(COc1ccc(Cl)cc1)N1CCCCCCC1	106	103	12	102	5	6	96	99
CCOc1ccc(CNc2ccc(N3CCCC3)cc2)cc1	99	108	-11	108	-2	-4	115	107
CCCCc1nc2cc(C(=O)NCc3nccn3CC)ccc2o1	91	92	-3	98	5	0	103	95
COc1cccc2c1C(=O)C[C@]1(CCCC[C@@H]1C)O2	96	98	7	92	0	-3	99	93
Cc1cccc2c(=O)cc(C)n(CC(N)=O)c12	87	103	10	93	5	4	97	95
COc1ccc(CNC(=O)Cn2ncn3c(cc4ccccc43)c2=O)cc1	93	97	6	101	3	-2	105	78
Cc1cc(C)nc(NC(=O)CN2C(=O)c3ccccc3S2(=O)=O)n1	100	88	7	95	1	-3	94	96
CCc1cccc(NC(=O)c2cc(OC)c(OC)c(OC)c2)c1	99	101	0	107	13	-1	94	105
Cc1csc(=O)n1CC(=O)OCC(=O)Nc1ccc(C(N)=O)cc1	103	104	7	102	1	5	102	100
CC(C)n1c(N2CCN(C(=O)c3cccs3)CC2)nc2ccccc21	93	91	8	95	8	2	x	88
c1ccc(-n2nnnc2SCCCSc2nc3ccccc3s2)cc1	102	105	-3	103	18	-2	104	100
